# High-throughput results (PubChem BioAssay)
# GALK inh = galactokinase (human) inhibition; 270,000 tested, 0.007% active; P51570; AID 1868; Purified GALK, Kinase-Glo residual ATP luminescence; Potency, µM (series often up to 57.5 µM), for the others: at the top dose activity change, negative = inhibition, actives largely listed as inhibitors; note: potency is the fitted concentration of half-maximal effect
#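 Kinase-Glo Plus luminescence measured ATP left after a 1 h room-temperature reaction. The reaction used 5 nM GALK, 100 uM galactose and 35 uM ATP at pH 8.0 (20 mM HEPES, 5 mM MgCl2, 60 mM NaCl, 1 mM DTT, 0.01% BSA).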
# uPA generation = blocks generation of uPA at the cell surface; 330,000 tested, 0.31% active; Potency, µM (series often up to 38.3 µM), inactives show at the highest dose activity change, negative = inhibition, most hits filed as inhibitors; AID 540303; cell surface uPA generation assay, qHTS; active = well fitted inhibition curve with a large enough effect; inconclusive = small, poorly fitted or top-dose-only effect; inactive = no such curve, though single readings can be large or run the other way; tested in mouse RAW 264.7 cells; note: potency is the fitted concentration of half-maximal effect; nearly all actives have a fitted effect of over 55% in size
# Eya2 inh = blocks the phosphatase activity of human Eya2; O00167; recombinant Eya2, OMFP fluorescence dephosphorylation (OMFP is methylfluorescein phosphate); Potency, µM (titrated, usually from 76.9 µM), for the others: at the top dose activity, negative = inhibition, hits mostly inhibitors; 330,000 tested, 0.006% active; note: potency is the fitted concentration of half-maximal effect
#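 Eya2 protein (added as 0.2 uM solution) was preincubated with compound for 10 min at ambient temperature in 50 mM HEPES pH 7.5, 50 mM NaCl, 5 uM MgCl2, 0.05% BSA, 1 mM DTT. OMFP (added at 50 uM) then reacted 10 min; fluorescence read at 485/525 nm.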
# B2AR arrestin = agonists driving beta-arrestin recruitment to human beta2-adrenergic receptor. P07550. beta-arrestin recruitment to beta2AR, cell-based reporter. Potency, µM (highest dose often 46.1 µM), for inactives: at the top dose activation, usual class: activators. 330,000 tested, 0.02% active. AID 492947;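 note: potency is the fitted concentration of half-maximal effect; 0% = DMSO controls and full agonism = EC100 isoproterenol or metaproterenol; nearly all actives have a fitted effect of over 65% in size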
# Target sequence (P07550 whole entry, looked up): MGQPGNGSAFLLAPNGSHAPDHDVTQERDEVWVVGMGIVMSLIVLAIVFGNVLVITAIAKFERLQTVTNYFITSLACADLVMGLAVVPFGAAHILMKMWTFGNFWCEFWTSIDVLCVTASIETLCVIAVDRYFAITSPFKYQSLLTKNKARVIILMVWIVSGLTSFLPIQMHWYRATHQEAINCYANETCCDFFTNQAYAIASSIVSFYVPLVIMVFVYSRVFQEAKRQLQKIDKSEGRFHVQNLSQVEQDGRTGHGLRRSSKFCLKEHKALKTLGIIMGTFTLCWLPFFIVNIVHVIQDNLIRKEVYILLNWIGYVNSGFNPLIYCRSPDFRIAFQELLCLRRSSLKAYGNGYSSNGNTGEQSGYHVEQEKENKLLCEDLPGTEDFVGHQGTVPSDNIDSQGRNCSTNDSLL
# KCNH2 WT inh = KCNH2 (human, wildtype) channel inhibition; Q12809; U2OS, BacMam KCNH2, thallium flux FluxOr; active compounds read low; activity change, % at 1.84 µM; 340,000 tested, 0.37% active; AID 720551;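 active = maximum activity change below -70%; inconclusive = maximum activity change between -70% and -50%; inactive = maximum activity change above -50%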
#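 U2OS cells transduced with wild-type KCNH2 virus are loaded with FluxOr dye for 45 min, and thallium flux is measured in kinetic reads before and after stimulation buffer. Rate constants are normalized to DMSO controls.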
# Giardia killer = Giardia lamblia killing | 340,000 tested, 0.15% active | Giardia lamblia trophozoite viability | activity change, % at 7.66 µM, hits read low; in the data active = activity change below about -80%; inconclusive = between about -30% and that limit;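 note: parasites exposed to compound for two days anaerobically before the ATP read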
#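 Killing of trophozoites was scored by loss of ATP luminescence after a 48 hrs anaerobic exposure to compounds at 37 deg C, using 100 cells per well.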
# KCNH2 3.1 inh = KCNH2 3.1 (human) potassium channel inhibition. 340,000 tested, 0.95% active. activity change, % (tested at about 1.8 µM). AID 720553. U2OS KCNH2 3.1, thallium flux FluxOr; active compounds read low;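 active = maximum activity change below -70%; inconclusive = maximum activity change from -70% to -50%; inactive = maximum activity change above -50%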;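 note: thallium influx rate constant from kinetic fluorescence after stimulation buffer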
#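 U2OS cells transduced with KCNH2 3.1 mutant virus (1.77 x 10^8 /mL, 4 h), plated overnight at 37 C, loaded 45 min with FluxOr dye plus Red40 quencher. Thallium flux rate constant from kinetic reads after stimulation buffer, normalised to controls.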
# Coupling enz = inhibits coupling enzyme system, counter-screen for aldolase hits; 290,000 tested, 0.67% active; coupling enzyme system counterscreen, AmpLite Red fluorescence; activity change, negative = inhibition, % at 58.2 µM, hits read low; AID 2472; in the data active = activity change below about -30%
#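 Activity here indicates interference with the coupling reaction, not aldolase inhibition. Compounds at 57.5 uM final met coupling enzymes for 10 min at RT; substrate and AmpLite Red detection followed, with a 525/598 nm fluorescence read after 20 min.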
# PKM2 act = increases activity of human pyruvate kinase M2; P14618; purified PKM2, Kinase-Glo ATP luminescence, activation; response scale: 0% is enzyme alone, no compound; Potency, µM (highest dose often 57.5 µM), without a hit: top-dose activation, most hits filed as activators; 260,000 tested, 0.34% active; AID 1631; note: potency is the fitted concentration of half-maximal effect; nearly all actives have a fitted effect of over 55% in size
# Target sequence (P14618 whole entry, looked up): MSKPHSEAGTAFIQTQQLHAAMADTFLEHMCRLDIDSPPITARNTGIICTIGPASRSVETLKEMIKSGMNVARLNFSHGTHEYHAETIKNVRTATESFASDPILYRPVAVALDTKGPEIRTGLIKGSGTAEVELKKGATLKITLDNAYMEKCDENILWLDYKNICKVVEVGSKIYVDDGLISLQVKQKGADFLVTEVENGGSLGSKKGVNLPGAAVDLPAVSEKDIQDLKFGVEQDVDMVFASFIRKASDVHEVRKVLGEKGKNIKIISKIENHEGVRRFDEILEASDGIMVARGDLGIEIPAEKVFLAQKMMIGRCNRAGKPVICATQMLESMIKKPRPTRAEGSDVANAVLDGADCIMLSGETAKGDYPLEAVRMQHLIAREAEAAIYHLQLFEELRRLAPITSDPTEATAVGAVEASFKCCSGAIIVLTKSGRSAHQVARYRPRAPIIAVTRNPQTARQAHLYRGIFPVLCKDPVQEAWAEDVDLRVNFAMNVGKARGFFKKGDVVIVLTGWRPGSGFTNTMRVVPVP
#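 ATP formation by purified human PK-M2, quantified via coupled luciferase luminescence after 1 h at room temperature with 0.1 mM ADP and 0.5 mM PEP final.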
# USP2a block = inhibitors of human ubiquitin-specific protease USP2a | Potency, µM (top dose mostly 38.3 µM), without a hit: top-dose activity change, negative = inhibition, usual class: inhibitors | 330,000 tested, 0.01% active | USP2 core, Ub-CHOP2 coupled fluorogenic reporter, 485/531 | O75604;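 note: potency is the fitted concentration of half-maximal effect; plate controls were DMSO wells for no effect and full inhibition by NEM control for full effect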
#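 Cell-free coupled assay: 10nM USP2 core preincubated 30min RT with compound in Tris-HCl pH 8.0/CaCl2/CHAPS buffer, then 25nM Ub-CHOP2 and 25nM reporter substrate; fluorescence (Ex 485/Em 531) read after 60min RT, normalized to NEM inhibition, concentration-response curves fitted.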
# BCR signal inh = chronic active BCR signaling inhibition; ABC-DLBCL IkBa-CBG/CBR reporter, luminescence ratio, 4 h; Potency, µM (top dose mostly 46.1 µM), without a hit: top-dose ratio change, negative = lower green/red ratio, most hits filed as inhibitors; 340,000 tested, 0.05% active; active = well fitted inhibition curve with a large enough effect in the signal ratio, with a control signal flat, not every such curve was filed as active; inconclusive = small, poorly fitted or top-dose-only effect, or effect the other way, or a change in a side signal; the % refers to the signal ratio;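 note: potency is the fitted concentration of half-maximal effect; plate controls were basal doxycycline-induced cells for no effect and cells given 10 µM MG132 for full effect; MG132 reads +100%, hits lower the ratio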
#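 Concentration-response series (up to 46 uM) were applied to TMD8 dual-reporter cells for 4 h at 37C with doxycycline. Green/red ratio, after filter-overlap correction, defined %Activity; red signal alone was normalised to basal cells and zero luminescence.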
# * hit, by the source's call; i = inactive; ? = inconclusive; nt = not tested or not shown; [ ] = remark or other dose. Unless noted, calls come from the whole dose curve; as a rule, active = well fitted curve in the direction sought with a large enough effect; inconclusive = small, poorly fitted or top-dose-only effect, or another doubt; inactive = no such curve, though single readings can be large; an effect the other way counts as inactive or inconclusive. Unless noted, % is set by controls: 0 for no effect and ±100 for the full control effect.
SMILES,GALK inh,uPA generation,Eya2 inh,B2AR arrestin,KCNH2 WT inh,Giardia killer,KCNH2 3.1 inh,Coupling enz,PKM2 act,USP2a block,BCR signal inh
c1ccc(-c2onc(-c3ccco3)c2-c2ccc3[nH]ccc3c2)cc1,nt,-0.4%,-13.8%,-0.3%,14.4,7.3,-26.8,-8.7,-0.7%,3.5%,27.4%
CN(CCC#N)C(=O)COC(=O)c1ccccc1C(=O)c1ccc(Cl)c([N+](=O)[O-])c1,-1.0%,-8.1%,3.6%,-0.1%,1.4,-11.2,5.8,-3.4,1.6%,0.9%,?
CCOC(=O)C1CCCN(C(=O)c2cc(-c3ccccc3)on2)C1 (stereo not given),-0.1%,-0.9%,-20.5%,0.0%,1.2,-8.7,11.7,4.2,-0.1%,2.5%,?
CSCCC(NC(=O)c1cncc(Br)c1)C(=O)O (stereo not given),2.6%,nt,nt,nt,-6.2,6.3,-3.8,0.4,-8.5%,nt,nt
COc1cc(C(=O)N(CCc2ccccc2)C2CC3CCC(C2)N3C)cc(OC)c1OC (stereo not given),0.1%,3.0%,-0.5%,-0.1%,17.4,-21.1,-1.4,1.7,-1.1%,2.1%,3.7%
CC[C@@H](CC1CCCCC1)C(=O)N(Cc1ccccc1)c1ccccc1,nt,-3.3%,3.0%,0.1%,10.1,9.5,-28.3,nt,nt,2.7%,2.4%
CCOc1ccc(NC(=O)C2CSC(c3ccncc3)=N2)cc1 (stereo not given),nt,-28.3%,0.6%,-1.4%,-120.4*,-11.2,-172.8*,-0.1,-1.0%,0.2%,0.7%
CC(C)c1onc(C(=O)NCc2ccccn2)c1[N+](=O)[O-],2.6%,0.9%,-5.4%,-0.2%,1.0,34.5[activator],nt,2.7,-2.7%,-5.6%,-7.9%
Cc1nn(-c2ccccc2)c(C)c1NC(=O)COC(=O)c1ccc(S(=O)(=O)C(F)F)cc1,nt,2.4%,1.1%,-0.7%,22.3,-12.4,-0.2,nt,nt,1.4%,2.6%
O=C(Nc1ccc(C(O)(C(F)(F)F)C(F)(F)F)cc1)c1ccc(Cl)c([N+](=O)[O-])c1,-3.4%,-13.7%,-5.4%,-1.1%,-4.8,5.7,-38.7,-5.4,-3.0%,1.9%,?
Cc1ccc(OCC(=O)Sc2ccc(C)cc2)cc1,-0.4%,-6.7%,10.7%,0.2%,-19.2,-9.8,1.3,-0.9,2.8%,3.3%,-9.6%
Nc1ccc(OCc2ccco2)cc1,8.2%,-8.3%,-7.0%,-0.2%,-11.0,1.9,7.8,0.9,4.8%,1.7%,?
COc1cc(-c2nc3n(n2)C(c2cccc(OC)c2OC)C2=C(CCCC2=O)N3)cc(OC)c1OC (stereo not given),1.3%,-4.6%,2.2%,-0.5%,6.7,-10.3,-7.4,-1.2,-6.0%,-2.3%,-2.1%
CCOc1ccc(Cc2c(Cl)nc(SC)nc2N(C)C)cc1,nt,-12.1%,-7.9%,0.2%,-2.0,8.2,-7.3,4.4,-4.2%,2.6%,1.0%
CCN(CC)c1ccc2c(c1)OC(N)=C(C#N)C2c1cccnc1 (stereo not given),nt,-14.2%,?,-0.9%,0.8,8.2,3.8,-4.8,4.7%,?,?
O=C(CCN1C(=O)/C(=C\c2ccccc2Cl)SC1=S)Nc1cccnc1,-4.9%,-16.0%,3.2%,0.4%,-2.8,-10.3,-6.8,-0.7,3.2%,0.8%,-0.3%
Cc1csc(NC(=O)c2c(-c3ccccc3)noc2C)n1,10.3%,1.4%,-4.4%,0.3%,-2.5,1.7,11.1,4.6,nt,1.9%,8.5%
CC(CCCC(C)(C)O)NCCO (stereo not given),1.8%,7.6%,9.9%,0.2%,-11.0,-11.1,-7.3,0.1,-0.5%,-0.4%,1.3%
COc1ccc(C)cc1-n1nnnc1SCC(=O)NC1CCS(=O)(=O)C1 (stereo not given),nt,8.4%,-0.6%,-0.2%,-7.0,17.5,-17.8,nt,nt,-0.6%,0.0%
Cc1ccccc1NC(=O)CC1(c2ccc(N(C)C)cc2)C(=O)c2ccccc2C1=O,4.2%,4.3%,3.1%,-0.6%,2.6,-4.5,6.8,0.9,-3.3%,-0.3%,8.2%
Cc1nnc(NC(=O)c2nn(CC(C)C)c(=O)c3ccccc23)s1,-2.4%,-2.8%,15.8%,0.0%,3.4,12.6,22.9,-1.3,-0.9%,2.8%,-8.7%
O=C(NC(=S)NNC(=O)c1cnccn1)c1ccc(Cl)cc1,nt,1.1%,13.9%,0.1%,-5.9,-17.0,6.2,2.5,4.0%,-1.0%,1.0%
CCC(=O)Nc1nnc(S(=O)(=O)N2CCCc3ccccc32)s1,nt,6.6%,-8.5%,0.2%,5.5,10.8,7.7,-1.0,-1.7%,1.7%,-20.8%
CC(=O)c1cccc(N(CC(=O)NC2CCCCC2)C(=O)Cn2nnc(-c3ccccc3)n2)c1,5.9%,-1.4%,?,0.2%,1.1,-1.9,-5.9,2.8,nt,-7.0%,0.0%
CNS(=O)(=O)c1ccc(N2CCCC2=O)c([N+](=O)[O-])c1,0.0%,-2.8%,-5.9%,-0.4%,-0.4,-4.8,3.6,-1.1,-3.8%,1.0%,-1.5%
O=C(CCN1C(=O)C2C3C=CC(C4CC34)C2C1=O)Oc1ccc(Br)cc1 (stereo not given),-3.9%,3.4%,1.7%,-0.5%,i,-7.1,14.6,-0.6,-8.7%,0.6%,-1.4%
O=C(Cc1ccccc1F)Nc1nc(-c2ccc(F)cc2)cs1,1.8%,3.5%,6.7%,-0.4%,-4.7,-9.6,-3.8,0.3,8.4%,-2.8%,?
CCS(=O)(=O)N1CCC(NC(=O)c2cc(OC)cc(OC)c2)CC1,2.1%,-13.3%,-22.5%,-0.1%,-11.5,11.7,-18.2,-0.3,-0.4%,-4.6%,-17.8%
COC(=O)C1CCN(c2ccc(C(N)=O)cc2[N+](=O)[O-])CC1,2.8%,-2.4%,-5.5%,-0.2%,-2.2,-12.7,7.5,1.1,0.8%,-4.8%,-11.9%
CC(C)NC(=O)Nc1ccc2c(c1)C(=O)N([C@@H](C)CO)C[C@@H](C)[C@@H](CN(C)S(=O)(=O)c1ccc(F)cc1)O2,nt,3.1%,-23.1%,-0.1%,-14.8,-11.2,2.1,nt,nt,0.3%,-0.5%
CCCCCn1c(=O)[nH]c2cc(C(=O)N3CCN(c4ccccc4F)CC3)ccc2c1=O,-4.1%,5.2%,0.4%,0.1%,0.9,?,6.0,1.0,-2.5%,3.2%,9.5%
O=C(OCc1nc2ccccc2s1)c1ccc(Br)s1,-4.2%,nt,6.4%,-0.2%,1.6,3.9,-39.4,nt,1.4%,3.8%,14.6%
CCCCN1C(=O)/C(=C2/Sc3ccc(Cl)cc3N2CC)SC1=S,nt,nt,1.4%,-0.9%,nt,nt,nt,2.6,-1.4%,3.4%,3.6%
COc1ccccc1CNC(=O)COc1ccc(S(=O)(=O)N2CCCC2)cc1,10.1%,-1.3%,-3.4%,-0.4%,-5.7,5.1,7.0,-0.1,nt,0.6%,-9.2%
COc1ccccc1CC(=O)NCc1nn(-c2ccccc2)nc1C,-1.3%,13.0%,-22.3%,-0.8%,5.0,?,12.2,1.3,0.4%,6.6%,13.7%
Clc1ccc(C2=CSC3=NCCN23)cc1Cl,1.8%,-5.0%,-16.2%,0.3%,20.7,0.9,?,1.5,26.8%,2.1%,0.3%
CC(=O)C1=C(O)C(=O)N(c2ccc(O)cc2)C1c1cccc([N+](=O)[O-])c1 (stereo not given),6.3%,9.3%,8.2%,0.2%,-6.9,?,-48.5,1.0,0.5%,1.8%,4.9%
O=C(CCc1nc2ccccc2c(=O)[nH]1)Nc1ccc(Cl)c(Cl)c1,0.0%,3.3%,-1.3%,-0.5%,0.8,2.8,5.3,2.0,0.2%,0.5%,-2.1%
CC(=O)Nc1ccc(NC(=O)COC(=O)/C=C/c2ccc3c(c2)OCO3)cc1,nt,11.7%,8.9%,-0.4%,2.4,-4.3,2.5,nt,nt,0.5%,-1.3%
O=C(COc1ccc(Br)cc1Br)NC(=S)N1CCCc2ccccc21,0.5%,7.1%,19.0%,0.0%,-5.0,4.4,-6.8,-2.1,-5.4%,3.2%,?
COc1ccc(C(=O)Nc2ccccc2C(=O)NC(Cc2ccc(O)cc2)C(=O)NNC(=O)c2ccccc2Cl)cc1 (stereo not given),-5.2%,-4.8%,10.3%,4.1%,-17.4,8.5,-12.6,1.3,-5.7%,-6.1%,?
CCN1/C(=C/c2cc[n+](C)cc2)C=Cc2cc(C)ccc21,2.1%,-11.4%,6.7%,-0.7%,2.8,4.4,7.1,-50.2*,9.7%,-1.0%,0.4%
